Fam108B counter = blocks mouse Fam108B hydrolase in RBBP9 counter-screen; hit rate 0.33% among 300,000; recombinant Fam108B, FP-Rh probe fluorescence polarization; inhibition, % at 9.51 µM;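 active means inhibition above the screen mean inhibition plus 3 SD, computed separately per campaign, cut at about 18% in these data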;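 further: inhibitors lower polarization as less probe binds the enzyme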
MCL1-BIM inh = MCL1-BIM-BH3 interaction inhibition (human) | Q07820 | hit rate 0.68% among 320,000 | inhibition, % at 10.9 µM | GST-MCL1 / FITC-Bim-BH3 fluorescence polarization;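 active means inhibition above the mean inhibition of all tested compounds plus 3 SD, set per campaign, cut at about 40% in these data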;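 further: 0% = DMSO wells and 100% = unlabeled Bim-BH3 peptide control; higher means more loss of mP so more displacement of Bim peptide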
Target sequence (Q07820 whole entry, looked up): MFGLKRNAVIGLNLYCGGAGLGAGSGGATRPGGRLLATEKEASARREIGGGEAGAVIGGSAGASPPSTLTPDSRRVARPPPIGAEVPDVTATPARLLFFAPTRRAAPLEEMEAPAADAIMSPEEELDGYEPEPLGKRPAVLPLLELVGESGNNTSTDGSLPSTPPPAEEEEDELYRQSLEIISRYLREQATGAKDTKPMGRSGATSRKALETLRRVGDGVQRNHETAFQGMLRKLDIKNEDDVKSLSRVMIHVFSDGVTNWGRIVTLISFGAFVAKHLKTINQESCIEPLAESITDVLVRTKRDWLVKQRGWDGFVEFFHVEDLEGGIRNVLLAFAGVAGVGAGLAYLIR
VLA-4 inh = inhibition in a human VLA-4 binding assay; hit rate 0.2% among 330,000; VLA-4 expressing cells, ligand binding flow cytometry; inhibition, % (about 7 µM as worked out from the volumes in the protocol); P13612; AID 2557; in the data active means inhibition above about 50%
GLD-1 RNA inh = GLD-1-TGE RNA interaction inhibition (C. elegans). purified GLD-1 + fluorescein TGE RNA, fluorescence polarization. hit rate 0.44% among 320,000. Q17339. AID 2280. inhibition, % at 5.96 µM;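 active means percent inhibition above a per-plate cutoff, the plate mean of test compounds plus 3 SD, cut at about 30% in these data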;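 further: 0% = DMSO wells with GLD-1 and probe and 100% = wells lacking GLD-1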
Efflux pump mplx = antifungal efflux pump inhibition, Nile Red retention | S. cerevisiae Candida pump triplex | inhibition, % at 10 µM | hit rate 0.44% among 330,000 | AID 485275;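 active means plate passing quality check with inhibition over a set limit, or well fluorescence over plate mean plus 4 SD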;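 further: Nile Red retained in pooled yeast measured as flow cytometry median fluorescence; 0% = buffer negative control and 100% = Enniatin B positive control; higher means more Nile Red kept so more efflux inhibition; some compounds called inactive have numbers as strong as hits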
MEX-5 binding = C. elegans MEX-5 TCR-2 RNA binding activity; Q9XUB2; MEX-5/FITC-TCR2 RNA binding, fluorescence polarization; hits give low values; activity score (negative = inhibition of binding), % at 10 µM; hit rate 0.38% among 300,000;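 active means inhibition past about -25% in most replicates, and total fluorescence under double the plate's negative control median, limit read from the data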;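 further: 0% = DMSO and -100% = 5 µM competing unlabeled TCR2 RNA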
GRK2 aptamer HTS = blocks RNA aptamer binding to human GRK2; P25098; bead flow cytometry, FAM-aptamer displacement from GRK2; inhibition of aptamer binding, % at 10 µM; hit rate 0.59% among 330,000; AID 488847;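 active means inhibition of aptamer binding above 40%, roughly 3 SD of noise, on plates passing a quality check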;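 further: median bead fluorescence of bound FAM aptamer so fluorescent compounds give negative values; no value below 0 was filed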
BCLXL inh = blocks human Bcl-xL binding to Bim BH3 peptide | Q07817 | GST-Bcl-xL / FITC-Bim BH3 peptide fluorescence polarization | inhibition, % at 10.9 µM | hit rate 0.7% among 320,000 | AID 2129;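 active means inhibition above the mean of all tested compounds plus 3 SD, cutoff set per campaign, cut at about 30% in these data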;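 further: 0% = DMSO wells and 100% = unlabeled Bim-BH3 peptide competitor; inhibitors lower millipolarization by displacing the labeled peptide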
Target sequence (Q07817 whole entry, looked up): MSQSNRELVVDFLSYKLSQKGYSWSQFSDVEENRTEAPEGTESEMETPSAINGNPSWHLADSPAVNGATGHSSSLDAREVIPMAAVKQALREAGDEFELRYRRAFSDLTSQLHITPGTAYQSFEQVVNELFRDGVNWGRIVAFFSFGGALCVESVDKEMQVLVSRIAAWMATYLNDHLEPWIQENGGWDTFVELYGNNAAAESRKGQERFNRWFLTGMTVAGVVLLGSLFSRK
PME-1 inh = blocks human protein phosphatase methylesterase 1 | hit rate 0.53% among 320,000 | Q9Y570 | inhibition, % at 5.9 µM | recombinant PME-1, FP-Rh probe fluorescence polarization;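 active means inhibition above the campaign mean of all compounds plus 3 SD, cut at about 26% in these data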;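 further: competitive labeling of PME-1 active site by serine hydrolase directed probe; 0% = PME-1 with DMSO and 100% = wells lacking PME-1 enzyme; inhibitors block probe labeling so polarization falls and inhibition rises; many of its hits are not listed in these tables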
Target sequence (Q9Y570 whole entry, looked up): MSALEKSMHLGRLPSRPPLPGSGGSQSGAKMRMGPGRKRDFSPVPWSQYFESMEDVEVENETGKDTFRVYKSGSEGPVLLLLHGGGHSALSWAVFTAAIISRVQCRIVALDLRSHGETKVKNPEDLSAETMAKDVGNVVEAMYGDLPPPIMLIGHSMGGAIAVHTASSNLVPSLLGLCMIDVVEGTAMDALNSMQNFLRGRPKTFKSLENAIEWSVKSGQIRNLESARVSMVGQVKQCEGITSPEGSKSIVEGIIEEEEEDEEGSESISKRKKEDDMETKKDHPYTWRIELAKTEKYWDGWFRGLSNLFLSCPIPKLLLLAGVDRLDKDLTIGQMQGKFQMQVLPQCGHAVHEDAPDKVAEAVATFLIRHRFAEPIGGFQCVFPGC
Active calls of the source: *; x = no result given. Only part of the results is shown, so the mix of outcomes need not match the whole.

SMILES	Fam108B counter	MCL1-BIM inh	VLA-4 inh	GLD-1 RNA inh	Efflux pump mplx	MEX-5 binding	GRK2 aptamer HTS	BCLXL inh	PME-1 inh
COc1ccc(OC)c(NC(=O)CSc2nnc(Cn3nnc4ccccc43)n2C)c1	0	5	-9	0	0.0	1.8	4	0	-2
O=S(=O)(NC(=S)NC1CCCCC1)c1ccc(Cl)cc1	-2	-1	26	5	-0.2	0.2	2	11	1
O=C(CSc1n[nH]c(-c2ccccc2)n1)Nc1ncccn1	-1	17	6	8	0.0	-1.0	2	7	-4
COc1cnc(-c2ccccn2)nc1Sc1cccc(Cl)c1	-1	3	-7	3	0.1	-1.0	0	-4	-6
CC(C)(C)C(=O)Nc1ccc(-c2cn3cccnc3n2)cc1	1	0	-22	-5	0.3	0.2	1	3	-5
CCc1nccn1S(=O)(=O)c1cccc([N+](=O)[O-])c1	-4	2	-5	-2	-0.2	-0.9	0	2	1
Cc1nn(C)c(Oc2cccc(Cl)c2)c1C(=O)O	-2	-1	10	-1	0.0	-0.8	19	0	-6
CCCCN1CC(C(=O)NC2CCCCC2)CC1=O (stereo not drawn)	0	0	-8	1	0.0	1.7	1	0	-2
C/C(=N/NC(=O)CNC(=O)c1cccnc1)c1ccccc1	3	1	-3	5	0.0	1.6	1	4	-8
COc1ccc(/C=C(\C#N)C(=O)N=CN(C)C)cc1	1	10	4	2	0.0	-8.3	6	6	0
COc1ccc(S(=O)(=O)N(C)CC(=O)NC2CCCCC2)cc1OC	5	8	-11	-2	0.1	3.7	4	5	-3
O=C(COc1ccc(Cl)cc1Cl)NCCC1=CCCCC1	1	5	-4	3	0.1	0.8	1	3	2
O=C(COc1ccc(Cl)cc1Cl)NN1C(=O)C2C3C=CC(C3)C2C1=O (stereo not drawn)	2	2	30	4	-0.1	0.9	0	9	0
O=C(CC1SC(=Nc2cccc3ccccc23)N(Cc2ccccn2)C1=O)Nc1ccccc1Br (stereo not drawn)	-9	2	8	2	-0.4	0.7	1	4	9
CCOC(=O)CSc1nc(C)c2ccccc2n1	-4	8	0	1	0.1	0.8	0	2	3
CCOc1cc(/C=C(\C#N)C(N)=O)ccc1OCc1c(C)no[n+]1[O-]	-4	-4	0	-6	0.2	-1.6	1	5	-5
COC(=O)c1ccc(CS(=O)(=O)c2ccccc2C)o1	1	6	5	-4	0.1	1.1	4	1	3
CC(C)c1ccc(/C=C/C(=O)CCC(=O)O)cc1	-2	5	-4	3	-0.1	0.1	4	2	-6
CCOC(=O)CNC(=O)C(NC(=O)C1CCC(C)CC1)C(C)CC (stereo not drawn)	3	5	-8	-4	0.1	2.6	0	-2	5
O=C(NCCC1CCCCN1S(=O)(=O)c1ccccc1)C(=O)NCc1ccc(F)cc1 (stereo not drawn)	3	2	6	-1	0.2	-1.5	2	-1	-5
COc1ccc(Br)cc1CNC(=O)C1CCN(c2nnc(N3CCCC3=O)s2)CC1	-1	-6	5	8	0.0	-1.9	5	0	1
COc1ccc2c(c1)sc1nc(=O)ccn12	5	6	13	-1	-0.1	-2.5	0	2	0
Cc1nn(-c2ccccc2)c(Cl)c1/C=N/NC(=O)c1cccc(S(=O)(=O)N2CCCC2)c1	-6	4	6	-7	0.2	1.6	0	2	2
O=c1oc2ccccc2cc1-c1nnc(-c2cccc(Br)c2)o1	-4	4	2	9	0.2	-1.0	0	0	-2
C=CCN(C(=O)COc1ccccc1)c1nnc(-c2ccncc2)s1	2	5	1	5	0.0	0.8	0	7	2
O=C(O)c1ccccc1NC(=O)C1CCCO1 (stereo not drawn)	7	11	0	-3	-0.1	2.4	3	5	-1
COc1cccc(C2C3CN(C)CC=C3C(C#N)=C(N)C2(C#N)C#N)c1OC (stereo not drawn)	4	135*	-19	78*	-0.1	-67*	0	116*	22
CC(C)CN(CCCNC(=O)CN1C(=O)CSc2ccc(S(=O)(=O)N3CCOCC3)cc21)CC(C)C	2	2	0	-1	0.0	-0.5	0	3	5
COc1ccccc1NC(=O)c1cc(Cl)ccc1NC(=O)c1ccco1	0	-4	15	2	0.0	2.6	0	-3	-4
CCOC(=O)C(=CNc1cc(C)ccc1[N+](=O)[O-])C(=O)OCC	1	2	11	1	0.0	1.9	0	4	-2
CCC(C)(C)NC(=O)C1CCCN1C(=O)NC1CCCCC1 (stereo not drawn)	-4	-1	5	2	-0.1	0.5	0	4	-1
CCn1nnnc1SCC(=O)Nc1cccc(C)n1	-2	-3	1	-3	0.1	-0.1	2	3	-8
COc1ccc(C(=O)Nc2ccnn2C2CCN(C(=O)c3cc(C)on3)CC2)cc1	3	1	8	-1	0.0	0.5	8	-1	4
Cc1cc(C)cc(-n2nnnc2SCC(=O)N2CCOCC2)c1	-2	15	-4	-6	-0.1	0.1	3	8	4
COc1cc(/C=N/NS(=O)(=O)c2ccc(C)cc2)ccc1OCc1cccc(C(=O)O)c1	1	3	-1	6	-0.3	0.4	0	1	0
COc1ccc(/C=N\NC(=O)COc2ccc(Cl)cc2Cl)c(C(=O)O)c1OC	-2	10	6	3	0.0	0.0	4	2	-2
CN(C(=O)CSc1nc2ccccc2c(=O)n1-c1ccc(F)cc1)C1CCS(=O)(=O)C1 (stereo not drawn)	x	5	7	-3	-0.3	x	2	5	-4
COc1cc(C(=O)NCCNc2nc3c(C)c(C)ccc3cc2C#N)cc(OC)c1OC	1	-7	19	3	0.0	2.0	0	8	-4
Cn1c(=O)c2c(nc(N3CCCCCC3)n2Cc2cccc3ccccc23)n(C)c1=O	4	11	-4	-1	-0.1	-5.8	10	3	1
Cc1ccc(-c2cc(C(=O)N/N=C/c3cccnc3)c3ccccc3n2)cc1C	-16	0	26	2	0.1	-0.8	0	-1	-18
O=C(O)CSCC(=O)NCc1c(Cl)cccc1Oc1ccccc1	-1	-8	26	-2	0.1	-0.9	0	-1	2
COc1ccccc1N1CCN(C(=O)c2ccc(S(=O)(=O)N3CCCC3)cc2)CC1	3	6	-1	6	-0.1	1.9	0	4	4
COc1ccccc1-c1cc(C(F)(F)F)nc(S(=O)(=O)CCCC(=O)Nc2cc(C)on2)n1	-6	0	20	-5	0.2	0.9	0	3	1
[O-]/[N+](=C\c1ccncc1)c1ccccc1	-1	4	0	1	-0.1	-1.2	1	17	5
COc1ccc(N2CCN(S(=O)(=O)c3ccc4c(c3)NC(=O)CC(=O)N4)CC2)cc1	5	3	4	11	0.0	-2.3	2	5	3
COc1ccc(S(=O)(=O)N2CCN(S(=O)(=O)c3ccc4c(c3)OCCO4)CC2)cc1	-2	-4	-3	8	0.0	-0.5	0	6	-12
Cn1cccc1P(=O)(c1cccn1C)c1cccn1C	2	6	14	2	0.0	2.5	3	3	-7
O=C(NNC(=O)c1cc2cc(Br)ccc2oc1=O)c1ccc(O)cc1O	1	25	0	2	0.0	-4.4	4	5	34*
COc1ccc(Cn2c(SC)nc3ccccc32)cc1[N+](=O)[O-]	4	-3	1	6	0.5	-0.8	3	-2	4
Cc1cc(C)n(-c2nc(NC(C)(C)C)nc(NC(C)(C)C)n2)n1	-1	10	4	-2	-0.2	0.0	2	0	4
CC(Oc1ccccc1[N+](=O)[O-])C(=O)N/N=C/c1ccoc1 (stereo not drawn)	0	8	-12	3	0.3	-5.0	4	3	3
CCCCNC(=O)Nc1ccc(Br)cn1	1	1	8	-5	-0.1	1.2	0	0	-10
COCCN1C(=O)N(c2ccccc2)C(=O)C1CC(=O)Nc1cc(OC)cc(OC)c1 (stereo not drawn)	-2	12	16	8	-0.1	-1.0	3	5	-7
Cc1ccc(C)c(NC(=S)N=Nc2c(O)n(C)c3ccc(S(=O)(=O)N4CCOCC4)cc23)c1	-1	11	-2	-2	-0.1	-2.1	0	1	0
CC(=O)c1ccc(S(=O)(=O)N2CCN(C(=O)c3ccc(N)c([N+](=O)[O-])c3)CC2)cc1	x	-2	16	0	-0.1	x	2	3	2
C=CCn1c(CCc2ccc(OC(C)C)cc2)n[nH]c1=S	-3	-19	-10	2	0.1	1.8	4	-20	0
Nc1c(C(=O)NCc2ccc3c(c2)OCO3)nnn1CC(=O)Nc1ccc(Br)cc1	-7	-9	14	-17	0.3	0.5	0	-7	-7
Cc1ccc2c(CN3CCCCC3CCO)cc(=O)oc2c1 (stereo not drawn)	2	-2	-3	2	0.1	4.4	0	4	0
CCC(=O)c1ccc(OCC(=O)OCC(=O)NCC2CCCCC2)cc1	0	-4	7	5	0.0	1.7	0	-1	-2
COc1ccc(CC(=O)NCC(=O)N=Nc2c(O)[nH]c3ccccc23)cc1	-2	4	-1	2	0.3	-1.1	0	3	-4

Single records, from the list above.
Results for COc1ccc(CC(=O)NCC(=O)N=Nc2c(O)[nH]c3ccccc23)cc1 = Fam108B counter: -2; MCL1-BIM inh: 4; VLA-4 inh: -1; GLD-1 RNA inh: 2; Efflux pump mplx: 0.3; MEX-5 binding: -1.1; GRK2 aptamer HTS: 0; BCLXL inh: 3; PME-1 inh: -4
Results for Cn1cccc1P(=O)(c1cccn1C)c1cccn1C = Fam108B counter: 2; MCL1-BIM inh: 6; VLA-4 inh: 14; GLD-1 RNA inh: 2; Efflux pump mplx: 0.0; MEX-5 binding: 2.5; GRK2 aptamer HTS: 3; BCLXL inh: 3; PME-1 inh: -7

(cont.)
SMILES	Fam108B counter	MCL1-BIM inh	VLA-4 inh	GLD-1 RNA inh	Efflux pump mplx	MEX-5 binding	GRK2 aptamer HTS	BCLXL inh	PME-1 inh
COCCNC(=O)C(c1ccc(F)cc1)N(C(=O)CCC(=O)Nc1ccccn1)C1CCCCC1 (stereo not drawn)	8	-1	6	5	-0.2	-0.2	0	0	2
O=C(CC1C(=O)OCN1C(=O)OCc1ccccc1)OCC(=O)c1ccccc1 (stereo not drawn)	12	12	-4	3	-0.3	1.6	4	8	-5
Cc1ccc(NC(=O)Cn2cnc3sc(C(=O)NCc4ccco4)c(C)c3c2=O)cc1Cl	1	2	0	2	0.1	-1.9	0	-2	-4
COCc1c(C(=O)N2CCN(c3ccc(C(F)(F)F)cn3)CC2)oc2ccccc12	-3	6	1	4	0.3	1.8	1	7	-2
COc1ccccc1CNC(=O)CC12CC3CC(CC(Br)(C3)C1)C2	-6	-4	5	1	0.6	1.7	0	-4	-5
C=C(C)C(=O)Nc1cccc(C2=NOC3(C2)C[C@@H](C(N)=O)N(C(=O)c2cc([N+](=O)[O-])cc([N+](=O)[O-])c2)C3)c1 (stereo partly drawn)	4	1	29	5	0.1	1.5	79*	1	2
N=c1ccn(CC(=O)NC(N)=O)c2ccccc12	-1	6	10	3	-0.1	-1.3	0	5	7
Cc1cccc(Cn2cccc2/C=C2/C(=N)N3C=CSC3=NC2=O)c1	-1	-10	5	-7	0.0	2.2	0	-1	-6
CCOC(=O)N1CCN(C(=O)CS(=O)(=O)c2cn(Cc3ccc(F)cc3)c3ccccc23)CC1	-4	-2	-2	-2	0.0	1.4	2	0	-1
Cc1cccc(NC(=O)COC(=O)COc2ccc3c(c2)CCC3)c1	x	-2	5	6	0.0	x	3	-1	-4
COc1cccc(N2CC(O)=C(c3ccccc3)C2=N)c1	1	7	7	0	-0.2	-1.0	4	6	3
O=C1Cc2cc(NS(=O)(=O)c3cc(F)ccc3F)cc3c2N1CCC3	-6	5	1	4	0.1	0.1	0	4	1
Cc1cccc(CCNC(=O)CCNC(=O)Cn2ccc3ccccc3c2=O)c1	0	6	4	2	0.4	-3.5	23	8	-1
Cn1c(-c2ccc(F)cc2)cc2onc(-c3ccccc3Cl)c2c1=O	-3	0	-4	1	0.0	x	0	-1	1

Source: PubChem BioAssay (several laboratories)
